mut p53 react: mutant p53 pathway re-activators, primary screen, cell-based, SW480, luciferase, single point, HTS | AID 624151, 2012 | activation, % at 9.98 µM | SW480 PUMA-promoter luciferase, p53 mutant reactivation | 28,000 tested, 1.5% active; in the data active = activation above about 52%
STK33 inh: STK33 kinase inhibitors, primary screen, biochemical, luminescence, ADP-Glo, MBP substrate | Serine/threonine-protein kinase 33 (Homo sapiens), Q9BYT3 | AID 2322, 2010 | inhibition, % at 12.5 µM | 27,000 tested, 0.44% active; in the data active = inhibition above about 20%
Target sequence (Q9BYT3 whole entry, looked up): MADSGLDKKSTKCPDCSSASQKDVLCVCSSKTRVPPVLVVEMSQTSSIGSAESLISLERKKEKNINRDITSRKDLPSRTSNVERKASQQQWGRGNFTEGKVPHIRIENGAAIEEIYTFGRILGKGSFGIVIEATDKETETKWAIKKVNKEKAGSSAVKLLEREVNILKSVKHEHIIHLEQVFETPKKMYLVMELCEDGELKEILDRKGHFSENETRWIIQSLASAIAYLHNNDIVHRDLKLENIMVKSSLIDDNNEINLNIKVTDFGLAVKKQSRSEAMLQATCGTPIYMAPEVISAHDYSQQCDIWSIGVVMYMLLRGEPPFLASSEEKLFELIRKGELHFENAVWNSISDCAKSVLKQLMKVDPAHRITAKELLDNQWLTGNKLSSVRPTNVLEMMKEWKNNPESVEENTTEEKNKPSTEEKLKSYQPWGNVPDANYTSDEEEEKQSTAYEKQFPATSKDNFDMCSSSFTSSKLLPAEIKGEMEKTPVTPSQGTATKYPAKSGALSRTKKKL
* = called active by the depositor; nt = no result given.

SMILES | mut p53 react | STK33 inh
COc1ccc(S(=O)(=O)Nc2ccc3c(c2)CC(=O)N([C@H](C)CO)C[C@@H](C)[C@H](CN(C)C(=O)Nc2c(C)noc2C)O3)cc1 | nt | -3
C[C@@H]1CN([C@@H](C)CO)C(=O)c2cc(NS(=O)(=O)c3cccs3)ccc2O[C@@H]1CN(C)S(=O)(=O)c1ccccc1 | nt | 1
Cc1ccc(NC(=O)CSc2nnnn2-c2ccc(Cl)c(C(=O)O)c2)cc1C | 8 | -2
COC(=O)C1=C(C)Nc2c(c(=O)n(C)c(=O)n2C)C1c1cccc(OCc2ccccc2)c1 (centres undefined) | nt | 1
O=C(CCn1cnc2ccccc2c1=O)Nc1ccc2c3c(cccc13)CC2 | -9 | -2
C=CCOC(=O)[C@H]1[C@@H]2C(=O)O[C@@H](c3ccccc3)[C@@H](c3ccccc3)N2[C@@H](c2ccc(OCCOC(=O)[C@@H]3C[C@@H]4C(=O)N[C@@H](Cc5ccccc5)C(=O)N4[C@@H]3c3ccc(O)cc3)cc2)[C@]12C(=O)Nc1ccc(I)cc12 | nt | 16
CN1CCN(C(=O)c2nc3ccc(Cl)cc3[nH]2)CC1 | 57* | nt
CCOc1ccccc1Nc1nc(N)nc(CSc2nccc(C)n2)n1 | 16 | 3
C[C@@H]1CN([C@H](C)CO)C(=O)c2cc(N(C)C)ccc2O[C@@H](C)CCCCO[C@H]1CN(C)C(=O)C1CCCCC1 | -3 | nt
Cc1cc(C)c(S(=O)(=O)Nc2c(C)[nH]c(=O)[nH]c2=O)c(C)c1 | -2 | -2
C[C@@H]1CCCCO[C@@H](CN(C)C(=O)CCC(F)(F)F)[C@@H](C)CN([C@H](C)CO)C(=O)c2cc(NS(=O)(=O)c3cccs3)ccc2O1 | 0 | 2
COC(=O)c1c(NC(=O)c2nc3nc(C)cc(C(F)F)n3n2)sc2c1CCC2 | 0 | 2
C[C@H]1CN([C@@H](C)CO)C(=O)c2cc(NS(=O)(=O)c3cccs3)ccc2O[C@H]1CN(C)C(=O)Nc1ccc2c(c1)OCO2 | 8 | nt
C[C@@H]1CC[C@]2(C(=O)O[C@@H]3O[C@H](CO)[C@@H](O)[C@H](O)[C@H]3O)CC[C@]3(C(=O)O)C(=CCC4[C@@]5(C)CC[C@H](OC6OC[C@@H](O)[C@H](O)[C@H]6O)C(C)(C)C5CC[C@]43C)C2[C@H]1C (some centres undefined) | -12 | -3
COc1ccc([N+](=O)[O-])cc1N(CC(=O)Nc1cccc(Br)c1)S(C)(=O)=O | -3 | -1
COc1ccc(S(=O)(=O)N(C)C[C@@H]2Oc3ccc(NC(=O)c4ccncc4)cc3CC(=O)N([C@H](C)CO)C[C@H]2C)cc1 | nt | 2
COc1ccc(NC(=O)N(C)C[C@H]2Oc3ccc(NC(=O)Nc4ccc5c(c4)OCO5)cc3CC(=O)N([C@@H](C)CO)C[C@H]2C)cc1 | nt | -6
C[C@@H]1CN([C@H](C)CO)C(=O)c2cc(NC(=O)Nc3cccc4ccccc34)ccc2O[C@@H]1CN(C)Cc1ccc2c(c1)OCO2 | 5 | nt
Cc1noc(C)c1S(=O)(=O)Nc1ccc2c(c1)CC(=O)N([C@H](C)CO)C[C@H](C)[C@@H](CN(C)C(=O)Nc1cccc3ccccc13)O2 | -3 | nt
COc1ccc(OC)c(-c2nc(C)sc2CC(=O)O)c1 | -5 | 0
O=c1[nH]c(CSc2nnc(-c3ccccc3)o2)nc2ccccc12 | 25 | -3
CSc1ccccc1NC(=O)CN(c1ccccc1Br)S(C)(=O)=O | 9 | -7
COCC#Cc1cnc2c(c1)C(=O)N([C@H](C)CO)C[C@H](C)[C@H](CN(C)C(=O)Cc1ccccc1)O2 | 1 | nt
C[C@@H]1CCCCO[C@H](CN(C)C(=O)CCCN(C)C)[C@@H](C)CN([C@H](C)CO)C(=O)c2cc(NC(=O)CCCN(C)C)ccc2O1 | 1 | 3
C[C@@H]1CCCCO[C@@H](CN(C)C(=O)Nc2ccccc2)[C@@H](C)CN([C@@H](C)CO)C(=O)c2cc(NC(=O)Nc3ccccc3)ccc2O1 | -9 | nt
COc1ccc(S(=O)(=O)Nc2ccc3c(c2)CC(=O)N([C@@H](C)CO)C[C@H](C)[C@H](CN(C)S(=O)(=O)c2cn(C)cn2)O3)cc1 | 0 | 2
Cc1noc(C)c1NC(=O)Nc1ccc2c(c1)C(=O)N([C@@H](C)CO)C[C@@H](C)[C@@H](CN(C)C(=O)C1CCCCC1)OCCCC[C@@H](C)O2 | 1 | nt
COc1ccc(S(=O)(=O)Nc2ccc3c(c2)C(=O)N([C@@H](C)CO)C[C@@H](C)[C@H](CN(C)CC2CCCCC2)O3)cc1 | -6 | -5
C[C@H]1CN([C@@H](C)CO)C(=O)CCCn2nncc2CO[C@H]1CN(C)Cc1ccncc1 | 4 | -3
C[C@@H]1CN([C@H](C)CO)C(=O)c2cc(NS(C)(=O)=O)ccc2O[C@@H](C)CCCCO[C@@H]1CN(C)Cc1ccncc1 | 1 | nt

Next part; the last 2 above are carried over.
SMILES | mut p53 react | STK33 inh
C[C@H]1CN([C@@H](C)CO)C(=O)CCCn2nncc2CO[C@H]1CN(C)Cc1ccncc1 | 4 | -3
C[C@@H]1CN([C@H](C)CO)C(=O)c2cc(NS(C)(=O)=O)ccc2O[C@@H](C)CCCCO[C@@H]1CN(C)Cc1ccncc1 | 1 | nt
C[C@@H]1CN([C@H](C)CO)C(=O)CCCn2cc(nn2)CO[C@H]1CN(C)S(=O)(=O)c1ccc2c(c1)OCCCO2 | -1 | 3
O=C(O)CCC(=O)Nc1ccc(F)cc1 | -7 | 3
C[C@@H]1CN([C@H](C)CO)C(=O)Cc2cc(NS(C)(=O)=O)ccc2O[C@@H]1CN(C)C(=O)Nc1ccc(F)cc1 | nt | 4
C[C@@H]1CN([C@H](C)CO)C(=O)Cc2cc(NC(=O)C3CC3)ccc2O[C@@H]1CN(C)S(=O)(=O)c1cccs1 | -2 | -5
O=C(NCc1cccnc1)c1ccc(-c2ccccc2[N+](=O)[O-])o1 | 9 | -1
COc1ccc(S(=O)(=O)N(C)C[C@@H]2Oc3ccc(NS(=O)(=O)c4cn(C)cn4)cc3CC(=O)N([C@@H](C)CO)C[C@@H]2C)cc1 | -1 | 0
COC(=O)C(NC(=O)c1ccccc1)(c1c(C)[nH]n(-c2ccccc2)c1=O)C(F)(F)F (centres undefined) | -9 | 1
COc1c(F)c(F)c(C(=O)O)c(Nc2ccc(C)cc2C)c1F | -3 | nt
COC(=O)c1c(NC(=O)c2ccc(OC)c(OC)c2)sc2c1C(C(=O)OC)CC2 (centres undefined) | 13 | 4
C[C@H]1CN([C@@H](C)CO)C(=O)c2cc(C#CCN(C)C)cnc2O[C@@H]1CN(C)C(=O)Cc1ccccc1 | 3 | nt
C[C@H]1CN([C@@H](C)CO)C(=O)Cc2cc(NC(=O)NC3CCCCC3)ccc2O[C@@H]1CN(C)Cc1ccccc1 | -10 | -1
CCN(C(=O)Cn1c(-c2nonc2N)nc2ccccc21)c1ccccc1 | 3 | 5
COc1ccc(NC(=S)N2CCN(Cc3c(C)nn(C)c3C)CC2)cc1OC | 5 | -1
Cc1cc(Br)ccc1NC(=O)CN(C)S(=O)(=O)c1ccc(Cl)cc1 | 7 | 5
N#Cc1ccccc1CSc1ncn[nH]1 | 3 | -4
C[C@@H]1CN([C@@H](C)CO)C(=O)Cc2cc(N(C)C)ccc2O[C@@H]1CN(C)S(C)(=O)=O | 2 | 2
CCn1c(SCC(=O)Nc2ccc([N+](=O)[O-])cc2C)nnc1-c1ccc(Cl)cc1 | 2 | 3
COc1cc(-c2cc(=O)c3c(O)c(OC)c(OC)c(O)c3o2)ccc1O | -52 | 65*
C/C(=C/COc1c(OC2OC(CO)C(O)C(O)C2O)ccc2ccc(=O)oc12)CO (centres undefined) | -6 | -2
Cc1cc(C)c(S(=O)(=O)N(C)CC(=O)Nc2cc([N+](=O)[O-])ccc2C)c(C)c1 | -4 | 1
COCC(=O)N(C)C[C@@H]1Oc2cc(-c3ccc(C#N)cc3)ccc2S(=O)(=O)N([C@@H](C)CO)C[C@@H]1C | -1 | nt
C[C@H]1CN([C@@H](C)CO)C(=O)CCCn2nncc2CO[C@H]1CN(C)Cc1ccc(C(F)(F)F)cc1 | -4 | 8
C[C@@H]1CN([C@@H](C)CO)C(=O)Cc2cc(NS(=O)(=O)c3ccc(Cl)cc3)ccc2O[C@@H]1CN(C)Cc1ccc(Cl)c(Cl)c1 | nt | 1
C[C@H](CO)N1C[C@H](C)[C@H](CN(C)Cc2ccc(Oc3ccccc3)cc2)Oc2ccc(NC(=O)c3ccncc3)cc2CC1=O | -12 | 2
COc1ccccc1OCC(O)CO (centres undefined) | nt | -4
O=C(CSc1nc(N2CCCCC2)nc(N2CCCCC2)n1)N1CCc2ccccc21 | -15 | 7
O=C(C[C@@H]1C[C@@H]2c3cc(NC(=O)c4ccc5c(c4)OCO5)ccc3O[C@@H]2[C@@H](CO)O1)NCCN1CCCCC1 | 18 | nt
C[C@H]1CCCCO[C@@H](CN(C)C)[C@@H](C)CN([C@@H](C)CO)C(=O)c2cc(NC(=O)Nc3ccc(C(F)(F)F)cc3)ccc2O1 | -21 | nt
C[C@@H]1CN([C@H](C)CO)C(=O)c2cc(NC(=O)Nc3ccc4c(c3)OCO4)ccc2O[C@H]1CN(C)C(=O)Nc1ccc(F)cc1 | 7 | nt
CCCC#Cc1cnc2c(c1)C(=O)N([C@H](C)CO)C[C@@H](C)[C@@H](CN(C)Cc1cccnc1)O2 | 1 | nt

Entries shown so far containing a CF3 group:
SMILES | mut p53 react | STK33 inh
C[C@@H]1CCCCO[C@@H](CN(C)C(=O)CCC(F)(F)F)[C@@H](C)CN([C@H](C)CO)C(=O)c2cc(NS(=O)(=O)c3cccs3)ccc2O1 | 0 | 2
COC(=O)C(NC(=O)c1ccccc1)(c1c(C)[nH]n(-c2ccccc2)c1=O)C(F)(F)F (centres undefined) | -9 | 1
C[C@H]1CN([C@@H](C)CO)C(=O)CCCn2nncc2CO[C@H]1CN(C)Cc1ccc(C(F)(F)F)cc1 | -4 | 8
C[C@H]1CCCCO[C@@H](CN(C)C)[C@@H](C)CN([C@@H](C)CO)C(=O)c2cc(NC(=O)Nc3ccc(C(F)(F)F)cc3)ccc2O1 | -21 | nt

Remaining list, next part.
SMILES | mut p53 react | STK33 inh
CCOC(=O)c1cnc2ccc(OCC)cc2c1NC(C)CC (centres undefined) | nt | 3
C[C@@H]1CN([C@H](C)CO)C(=O)CCCn2cc(nn2)CO[C@H]1CN(C)Cc1cccc(O)c1 | nt | -2
COc1ccc(S(=O)(=O)N(C)C[C@H]2Oc3c(NS(=O)(=O)c4cn(C)cn4)cccc3C(=O)N([C@H](C)CO)C[C@@H]2C)cc1 | 6 | nt
COc1ccc(NC(=O)N(C)C[C@H]2OCCCC[C@@H](C)Oc3ccc(NC(=O)Nc4ccc(C(F)(F)F)cc4)cc3C(=O)N([C@H](C)CO)C[C@@H]2C)cc1 | nt | -1
C[C@H]1CN([C@@H](C)CO)S(=O)(=O)c2ccc(Br)cc2O[C@@H]1CN(C)Cc1ccccn1 | 0 | nt
CNC[C@@H]1OCCCC[C@H](C)Oc2ccc(NC(=O)Nc3cccc4ccccc34)cc2C(=O)N([C@@H](C)CO)C[C@H]1C | 6 | nt
Cc1noc(C)c1NC(=O)Nc1ccc2c(c1)C(=O)N([C@@H](C)CO)C[C@@H](C)[C@@H](CN(C)S(=O)(=O)c1ccc(F)cc1)O2 | 4 | 5
CN(CC(=O)Nc1ccc(C(F)(F)F)cc1)S(=O)(=O)c1ccc(Br)cc1 | -7 | 1
CC(C)C(O)(C(=O)OCc1ccc(O[C@@H]2O[C@H](CO)[C@@H](O)[C@H](O)[C@H]2O)cc1)C(C)O (some centres undefined) | 7 | -1
C[C@H]1CN([C@@H](C)CO)C(=O)c2cc(-c3ccccc3F)cnc2O[C@H]1CN(C)C(=O)c1ccccn1 | 6 | nt
CCCC#Cc1cnc2c(c1)C(=O)N([C@@H](C)CO)C[C@H](C)[C@@H](CN(C)C(=O)CCN1CCCCC1)O2 | -7 | nt
CCOc1ccc(C)cc1S(=O)(=O)n1cnc2ccccc21 | -42 | 1
C[C@@H]1CN([C@H](C)CO)C(=O)c2cc(NC(=O)c3ccncc3)ccc2O[C@@H](C)CCCCO[C@H]1CN(C)S(=O)(=O)c1ccc(F)cc1 | 2 | nt
C=CCNC(=O)[C@@H]1[C@H]2C(=O)O[C@H](c3ccccc3)[C@H](c3ccccc3)N2[C@H](c2ccccc2OCCO)[C@@]12C(=O)N(C(=O)OCCOC)c1ccc(C#CC3(O)CCCCCC3)cc12 | nt | -1
COc1ccc(NC(=O)COc2ccc([N+](=O)[O-])cc2)c(OC)c1 | -15 | -2

Not a retest: 5 of the compounds above.
SMILES | mut p53 react | STK33 inh
CCCC#Cc1cnc2c(c1)C(=O)N([C@@H](C)CO)C[C@H](C)[C@@H](CN(C)C(=O)CCN1CCCCC1)O2 | -7 | nt
CCOc1ccc(C)cc1S(=O)(=O)n1cnc2ccccc21 | -42 | 1
C[C@@H]1CN([C@H](C)CO)C(=O)c2cc(NC(=O)c3ccncc3)ccc2O[C@@H](C)CCCCO[C@H]1CN(C)S(=O)(=O)c1ccc(F)cc1 | 2 | nt
C=CCNC(=O)[C@@H]1[C@H]2C(=O)O[C@H](c3ccccc3)[C@H](c3ccccc3)N2[C@H](c2ccccc2OCCO)[C@@]12C(=O)N(C(=O)OCCOC)c1ccc(C#CC3(O)CCCCCC3)cc12 | nt | -1
COc1ccc(NC(=O)COc2ccc([N+](=O)[O-])cc2)c(OC)c1 | -15 | -2

The results go on.
SMILES | mut p53 react | STK33 inh
CC(Oc1ccccc1)C(=O)Nc1cccc(-c2nnc(-c3ccccc3)o2)c1 (centres undefined) | 114* | 4
C[C@H](CO)N1C[C@H](C)[C@H](CN(C)C(=O)NC2CCCCC2)Oc2ccc(NC(=O)Nc3ccccc3)cc2CC1=O | 9 | -2
N#C[C@@H](O[C@@H]1O[C@H](CO)[C@@H](O)[C@H](O)[C@H]1O[C@@H]1O[C@H](CO)[C@@H](O)[C@H](O)[C@H]1O)c1ccccc1 | 4 | -2
C[C@@H]1CCCCO[C@@H](CN(C)C)[C@@H](C)CN([C@H](C)CO)C(=O)c2cc(NC(=O)Nc3ccc(F)cc3)ccc2O1 | 5 | 1

A portion of the library; count on the stated rates, not on these rows.
